# Compound activity (PubChem)
# TAAR1 antagonist: antagonists of human TAAR1. CHO RD-HGA16 TAAR1, Fluo-8 calcium fluorescence, antagonist. inhibition, % at 3 µM. 360,000 compounds, 1.5% hits. AID 624466. Q96RJ0;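 active means inhibition above a per-plate cutoff, the mean inhibition of test compounds on that plate plus 3 SD, cut at about 49% in these data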;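 further: 0% = DMSO plus EC80 beta-PEA response and 100% = DMSO alone without agonist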
# Target sequence (Q96RJ0 whole entry, looked up): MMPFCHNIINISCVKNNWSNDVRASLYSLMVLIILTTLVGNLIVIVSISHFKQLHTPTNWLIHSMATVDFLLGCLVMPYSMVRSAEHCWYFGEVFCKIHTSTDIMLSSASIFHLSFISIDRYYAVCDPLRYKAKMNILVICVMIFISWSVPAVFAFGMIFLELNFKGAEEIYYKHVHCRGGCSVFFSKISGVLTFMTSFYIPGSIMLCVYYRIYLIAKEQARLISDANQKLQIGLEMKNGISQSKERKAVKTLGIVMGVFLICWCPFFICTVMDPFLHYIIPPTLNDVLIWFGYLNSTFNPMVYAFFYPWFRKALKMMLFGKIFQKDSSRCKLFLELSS
#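 Test system – hTAAR1-expressing CHO RD-HGA16 cells, Gα16-coupled · Also added – β-PEA at EC80 concentration, post-compound challenge · Compound – 3 µM, single point · Incubation – dye loading 75 min at 37 °C, then 30 min room temperature · Measured by – Fluo-8 intracellular calcium dye fluorescence, real-time kinetic reads · Benchmarks – vehicle and agonist controls · Replicates – singlicate, one well per test compound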
# CHO parental Ca: counter-screen: ATP calcium response change in parental CHO cells | parental CHO-K1, ATP-induced calcium, Fluo-8 fluorescence | inhibition, % at 5.6 µM | 330,000 compounds, 0.63% hits | AID 463079;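 active means inhibition above that plate's mean sample inhibition plus 3 SD, cut at about 26% in these data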;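 further: 0% = ATP-challenged DMSO wells and 100% = DMSO wells without ATP; some compounds past the cut are filed as inactive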
#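 Assay system – parental CHO cells · Reagent – ATP stimulus · Detection – intracellular calcium via Fluo-8 no-wash fluorescent dye · Evaluation – percent inhibition of ATP-evoked calcium rise, normalized to controls · Controls – ATP wells versus no-ATP DMSO wells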
# OXTR potentiator: potentiators of human oxytocin receptor. CHO-OTR cells, Fluo-8 calcium fluorescence, potentiator mode; 0% = oxytocin EC15, 100% = EC100. activation, % at 3 µM. 320,000 compounds, 0.061% hits. P30559;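 active means activation above that plate's cutoff, the mean activation of tested compounds plus 3 SD, cut at about 6.6% in these data, passing the limit was not always enough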;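 further: 100% uses oxytocin at 75 nM as the full agonist control; some results filed as inactive read as strong as hits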
#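 test system = CHO-OTR cells, human receptor | compound = single-point 3.0 µM | schedule = 6 min compound pre-incubation at room temperature, 100 s kinetic read | signal = Fluo-8 no-wash calcium dye fluorescence, excitation 470-495 nm, emission 515-575 nm | repeats = single well per compound, singlicate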
# OXTR ag: human OXTR agonism. activation, % at 3 µM. CHO-OTR cells, Fluo-8 calcium fluorescence; normalized: DMSO 0%, oxytocin 100%. P30559. 320,000 compounds, 0.32% hits;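 active means activation above the mean of all tested compounds plus 3 SD, cutoff set per screening run, cut at about 20% in these data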;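 further: peak over basal fluorescence ratio from a 100 s FLIPR kinetic read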
# TAAR1 agonist: agonists of human TAAR1; 360,000 compounds, 0.99% hits; CHO RD-HGA16 TAAR1, Fluo-8 calcium fluorescence; vehicle wells 0%, saturating PEA agonist 100%; activation, % at 3 µM; AID 624467; Q96RJ0;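 active means activation above the mean activation of all test compounds in the run plus 3 SD, cut at about 38% in these data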
#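 System: CHO RD-HGA16 cells carrying human TAAR1 plus Gα16; Incubation: 17-24 h seeding, 75 min 37 °C dye, 30 min RT; Measured by: Fluo-8 fluorescence, 5 s baseline then 140 s kinetic read; Control set: DMSO and PEA EC100; Replication: single well for each compound.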
# V1aR counter: activates human V1a receptor in oxytocin agonist counter-screen | P37288 | CHO-V1R cells, Fluo-8 calcium fluorescence, agonist mode; 0% DMSO, 100% 3 nM vasopressin | activation, % at 3 µM | 320,000 compounds, 0.25% hits;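 active means activation above the mean activation of all tested compounds plus 3 SD, per screening run, cut at about 20% in these data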;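 further: signal is peak over basal fluorescence ratio across a 100 second FLIPR read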
# M1 PAM: positive allosteric modulators of human M1 muscarinic receptor; P11229; CHO-K1 hM1, Fluo-8 calcium fluorescence, ACh EC20; 0% = ACh EC20, 100% = maximal ACh; activation, % at 3 µM; 360,000 compounds, 0.088% hits; AID 588819; in the data active means activation above about 19%, passing the limit was not always enough
# Target sequence (P11229 whole entry, looked up): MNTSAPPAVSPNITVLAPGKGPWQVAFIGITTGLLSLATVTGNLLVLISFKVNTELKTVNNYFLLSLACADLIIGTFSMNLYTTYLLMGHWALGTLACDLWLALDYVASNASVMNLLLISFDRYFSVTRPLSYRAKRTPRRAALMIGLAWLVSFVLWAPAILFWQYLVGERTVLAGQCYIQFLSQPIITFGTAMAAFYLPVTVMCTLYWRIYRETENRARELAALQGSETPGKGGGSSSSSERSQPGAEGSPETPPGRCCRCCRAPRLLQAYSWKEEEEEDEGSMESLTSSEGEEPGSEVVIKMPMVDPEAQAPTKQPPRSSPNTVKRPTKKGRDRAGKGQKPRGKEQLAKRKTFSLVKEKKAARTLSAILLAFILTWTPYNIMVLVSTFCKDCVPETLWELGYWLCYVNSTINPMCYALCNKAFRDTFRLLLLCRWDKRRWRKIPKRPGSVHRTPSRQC
# CHRM1 agonist: agonists of human M1 muscarinic receptor | activation, % at 3 µM | 360,000 compounds, 0.33% hits | CHO-K1 hM1, Fluo-8 calcium fluorescence, agonist mode; 0% DMSO, 100% acetylcholine EC100 | AID 588814;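 active means activation above the run's mean compound activation plus 3 SD, cut at about 16% in these data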;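 further: peak over basal fluorescence ratio within a 140 s kinetic read after compound addition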
# M1 antag: antagonists of human M1 muscarinic receptor | P11229 | CHO-K1 hM1, Fluo-8 calcium fluorescence, ACh EC80 antagonist | inhibition, % at 3 µM | 360,000 compounds, 1.3% hits;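 active means percent inhibition above its own plate's cutoff, namely the mean of that plate's compound wells plus 3 SD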;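 further: peak over basal fluorescence ratio during 140 s after agonist addition; 0% = ACh EC80 plus DMSO and 100% = DMSO alone without agonist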
# An asterisk follows results filed as active; . = not tested or not shown; & = joins results of further samples.
1. Cc1[nH]nc(N=CC2=C(O)CC(c3ccco3)CC2=O)c1-c1ccccc1 (stereo not given)
2. C=CCN(c1ccccc1OC)S(=O)(=O)c1cccc(C(=O)OCC(=O)N2CC(C)OC(C)C2)c1 (stereo not given)
3. CC(=O)c1ccccc1-c1csc2ncnc(Sc3nnnn3C)c12
4. CCOc1ccc(S(=O)(=O)N(C)c2ccc(OCC(=O)Nc3nc4ccccc4s3)cc2)cc1
5. COc1ccc(CSc2nncn2N)cc1Br
6. CCN(c1ccccc1)c1nc(Cl)nc2c1cnn2C
7. Cc1cc(NC(=O)c2cc3n(n2)C(C(F)(F)F)CC(c2ccco2)N3)no1 (stereo not given)
8. Nc1nc(COc2ccc(F)cc2)nc(N2CCCCC2)n1
9. CSc1ccccc1NC(=O)CN(C)Cc1c(O)ccc2ccccc12
10. Cc1cc(C)cc(NC(=S)NC2CC3CCCC(C2)N3CC(C)C)c1 (stereo not given)
entry no.,1,2,3,4,5,6,7,8,9,10
TAAR1 antagonist,-5&14,-19,5,40,5,-17,8,-2,-6,-10
M1 PAM,10&9,15,9,1,-3,-1,-7,0,12,5
OXTR potentiator,-3,-8,-6,-10,-2,.,-1,-13,-2,-4
TAAR1 agonist,4&9,2,15,1,6,3,1,0,19,2
CHRM1 agonist,-3&-1,-3,-8,-1,-2,-2,-5,-4,-2,-6
CHO parental Ca,-2,-7,-13,3,-4,.,6,-7,-12,-19
V1aR counter,-0.4,2.5,0.8,3.1,1.1,.,-0.1,2.1,0.5,0.9
OXTR ag,1.3,1.1,1.2,3.0,0.7,.,0.9,-2.3,-0.4,1.1
M1 antag,-15&1,-18,-5,2,2,-4,13,3,-14,2

11. Cc1ccc(S(=O)(=O)N2C[C@H]3N(C(=O)OC(C)C)N(C(=O)OC(C)C)C[C@H](OC(=O)Nc4c(C)noc4C)[C@@]3(O)C2)cc1
12. S=C(NCCN1CCOCC1)Nc1ccccc1Cl
13. O=C(COc1ccc(Br)cc1)N1CCN(c2ncccn2)CC1
14. CN(C)CCN1C(=O)c2oc3ccc(F)cc3c(=O)c2C1c1ccncc1 (stereo not given)
15. Cc1ccc(C(=O)CC2(O)C(=O)N(CN3CCOCC3)c3ccccc32)cc1 (stereo not given)
16. O=C(NC(=S)NCC1CCCO1)c1ccc(Br)o1 (stereo not given)
17. COc1ccccc1NS(=O)(=O)c1ccc(O)c(C(N)=O)c1
18. COCCOC(=O)C1=C(C)NC(=O)NC1c1ccco1 (stereo not given)
19. Cc1ccccc1N/C=C/C(=C(C#N)C#N)N(C)C
20. c1ccc(-c2cc3cc4c(cc3cn2)OCO4)cc1
entry no.,11,12,13,14,15,16,17,18,19,20
TAAR1 antagonist,-6,-1,-19,-22,0,8,-2,-16,14,12
M1 PAM,13,-3,4,2,-3,10,8,0,-13,-2
OXTR potentiator,.,-3,0,-1,-3,-2,-10,3,-4,-7
TAAR1 agonist,5,5,3,7,5,0,0,1,0,19
CHRM1 agonist,-1,-7,-1,-2,-2,-4,-2,-3,-12,-1
CHO parental Ca,.,1,-5,-4,-7,-2,-1,-8,-5,-20
V1aR counter,.,-0.3,1.0,-0.1,-0.1,-0.4,0.6,2.3,0.2,1.4
OXTR ag,.,0.5,1.4,0.9,-0.1,-1.3,0.9,0.7,0.7,-0.7
M1 antag,1,4,-4,-7,-12,-9,-2,10,13,-3

# Record cards (already shown).
# `S=C(NCCN1CCOCC1)Nc1ccccc1Cl` as listed: TAAR1 antagonist: -1; M1 PAM: -3; OXTR potentiator: -3; TAAR1 agonist: 5; CHRM1 agonist: -7; CHO parental Ca: 1; V1aR counter: -0.3; OXTR ag: 0.5; M1 antag: 4
# `Cc1[nH]nc(N=CC2=C(O)CC(c3ccco3)CC2=O)c1-c1ccccc1` (stereo not given) as listed: TAAR1 antagonist: -5&14; M1 PAM: 10&9; OXTR potentiator: -3; TAAR1 agonist: 4&9; CHRM1 agonist: -3&-1; CHO parental Ca: -2; V1aR counter: -0.4; OXTR ag: 1.3; M1 antag: -15&1
# `Cc1ccc(C(=O)CC2(O)C(=O)N(CN3CCOCC3)c3ccccc32)cc1` (stereo not given) as listed: TAAR1 antagonist: 0; M1 PAM: -3; OXTR potentiator: -3; TAAR1 agonist: 5; CHRM1 agonist: -2; CHO parental Ca: -7; V1aR counter: -0.1; OXTR ag: -0.1; M1 antag: -12

# (listing goes on)
21. CCOc1ccc2[nH]c(=O)c(CN(CCCN3CCOCC3)C(=O)Nc3ccc(F)cc3)cc2c1
22. O=C(Cn1nc(-c2ccc(Cl)cc2)ccc1=O)NCCCN1CCN(Cc2ccccc2)CC1
23. CCOC(=O)C1=C(C)N=c2s/c(=C/c3cccc([N+](=O)[O-])c3O)c(=O)n2C1c1ccc(OC)cc1OC (stereo not given)
24. CC(C)N(Cc1nccn1C)C(=O)c1cc(COc2cccc(C(F)(F)F)c2)on1
25. Cn1c(=O)c2ncn(CC(=O)NCCOc3ccc(C(C)(C)C)cc3)c2n(C)c1=O
26. CCc1ccc(CCC(=O)Nc2sc(C)c(C)c2C(=O)OC)o1
27. CCc1ccc(-c2nc(C)c(CCO)c(=O)[nH]2)cc1
28. OCCN1CCN(CC#CCC(c2ccccc2)c2ccccc2)CC1
29. COc1cc2cc(CCOC(=O)c3ccc(F)cc3)oc(=O)c2cc1OC
30. Cc1cc(C(F)F)n2nc(C(=O)Nc3ccc(S(=O)(=O)N4CCCC4)cc3)nc2n1
entry no.,21,22,23,24,25,26,27,28,29,30
TAAR1 antagonist,-3,-8,-3,14,-10,-3,5,-18,10,5
M1 PAM,2,2,7,-1,-10,-3,7,-8,-7,5
OXTR potentiator,.,-4,-8,-11,.,-3,-16,-2,1,-3
TAAR1 agonist,5,-1,-3,2,8,14,9,6,20,-2
CHRM1 agonist,-2,-10,-5,-2,-1,-6,-8,-2,-6,0
CHO parental Ca,.,-26,-10,-7,.,-14,-4,-21,-21,-9
V1aR counter,.,1.6,-1.4,9.4,.,-0.7,0.4,1.6,0.9,0.2
OXTR ag,.,-0.4,-2.0,9.8,.,-1.8,-1.0,2.0,1.0,-0.1
M1 antag,-7,-8,-16,0,18,-2,-4,16,14,0

31. C1CCC(n2nnnc2CN2CCN(C3CCCC3)CC2)CC1
32. COc1cccc(C(=O)N2CCN(Cc3ccco3)CC2)c1OC
33. CC(=O)Nc1nonc1-c1nc2ccccc2n1Cc1ccccc1
34. COC(=O)c1ccccc1NC(=O)N1CCN(c2ccccc2)CC1
35. Cc1cc(C(=O)CCl)c(C)n1CCc1ccc(F)cc1
36. O=C(O)C1(Nc2ccc([N+](=O)[O-])cc2[N+](=O)[O-])CCCC1
37. COCC(=O)N(Cc1cc2ccccc2[nH]c1=O)c1ccccc1OC
38. CC(C)c1ccc(NC(=O)N2CCN(S(=O)(=O)c3ccccc3)CC2)cc1
39. COc1ccc(C(=O)CSc2cc(C)nc(SCC(=O)c3ccc(C)cc3)n2)cc1
40. CC1CCc2c(sc(NC(=O)c3ccccc3C(=O)O)c2C#N)C1 (stereo not given)
entry no.,31,32,33,34,35,36,37,38,39,40
TAAR1 antagonist,-15,-7,13,1,2,5,-15,9,33,0
M1 PAM,9,-2,5,-1,6,11,11,5,10,9
OXTR potentiator,6,1,-11,-9,-1,.,-14,-6,-25,-2
TAAR1 agonist,8,7,1,13,5,1,9,2,8,4
CHRM1 agonist,-5,-3,-3,-9,-6,2,-2,-8,-5,-3
CHO parental Ca,-1,-3,-19,-12,-9,.,-3,-18,-28,-18
V1aR counter,0.0,0.9,-0.4,-0.1,-1.0,.,-0.3,3.1,-0.2,-0.3
OXTR ag,1.1,-0.4,-2.2,0.0,-0.9,.,0.3,0.8,-1.0,-0.7
M1 antag,-6,-1,-3,1,-8,-14,-5,-1,-18,5

41. COCCN(CC(=O)Nc1ccccc1)S(=O)(=O)c1ccc(S(=O)(=O)N2CCCC2)cc1
42. CCc1ccc[n+](-c2[nH]c(=O)sc2/C=N/N=C(\[O-])CCn2c3ccccc3c3ccccc32)c1
43. CCCC[C@@H]1C=C(C(=O)O)[C@H](c2ccc(Cl)cc2)N1S(=O)(=O)c1ccc(C)cc1
44. C=C(CN(C)C)C(=O)c1ccc2c(c1)OCO2
45. CCOc1ccc(NC(=O)Cc2ccc(NC3=NC4CS(=O)(=O)CC4S3)cc2)cc1 (stereo not given)
46. CC(C)(C)n1nnnc1C(c1cccc(C#N)c1)N1CCN2CCCC2C1 (stereo not given)
47. Cc1ccc(N(CC(=O)NCc2ccccc2)S(=O)(=O)c2c(C)noc2C)cc1
48. COc1ccccc1NC(=O)COC(=O)CCC1CCCC1
49. Cc1cc(-c2nc3ccccc3c(=O)o2)ccc1[N+](=O)[O-]
50. Cc1c(NS(=O)(=O)c2cc(Br)cc3c2N(C(=O)C2CC2)CC3)c(=O)n(-c2ccccc2)n1C
entry no.,41,42,43,44,45,46,47,48,49,50
TAAR1 antagonist,-21,-34,1,-11,-16,7,-12,3,-57,.
M1 PAM,-1,7,7,4,-2,2,7,2,5,9
OXTR potentiator,-2,6,-6,.,-8,-7,-5,5,-8,-3
TAAR1 agonist,10,3,0,0,0,4,-1,3,-2,.
CHRM1 agonist,-1,-2,-8,-6,0,-13,-4,0,-2,-9
CHO parental Ca,-7,-10,-11,.,-1,-13,-37,-22,-4,-24
V1aR counter,1.8,1.1,-0.1,.,-0.7,-0.4,0.3,-0.8,-1.1,-1.6
OXTR ag,0.2,-0.7,-0.1,.,-0.8,1.1,-1.0,-1.9,-1.7,-1.0
M1 antag,-19,0,-6,-9,2,-7,-15,-6,-11,-5

51. Cc1cccnc1NC(=O)C1CCN(S(=O)(=O)c2c(C)noc2/C=C/c2ccco2)CC1
52. COc1ccc(NC(=O)Nc2c(O)ccc3ccccc23)cc1
53. CC1(C)CC(=O)c2c(n(-c3cccc4ccccc34)ccc2=O)C1
54. Cc1cc(C(=O)COC(=O)c2ccc(Br)o2)c(C)n1Cc1ccco1
entry no.,51,52,53,54
TAAR1 antagonist,-9,-5,-1,5
M1 PAM,3,9,0,.
OXTR potentiator,-4,-5,-10,-7
TAAR1 agonist,1,3,9,5
CHRM1 agonist,-7,0,-3,.
CHO parental Ca,-11,-35,3,1
V1aR counter,-0.6,0.6,0.7,0.9
OXTR ag,1.4,1.4,-0.6,0.6
M1 antag,-2,-7,-26,.
